LDHA block – qHTS assay for inhibitors of human lactate dehydrogenase | activity change, % (values are at about 110 or 230 µM) | L-lactate dehydrogenase A chain (Homo sapiens), P00338 | purified LDHA, NADH/diaphorase-resazurin fluorescence; stronger effect = lower value | 480,000 compounds, 0.15% hits; in the data active = activity change below about -30%; inconclusive = mostly about -25% to -30%;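 note: plate controls were DMSO wells for no effect and wells without enzyme for full effect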
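Human LDH5 (2 nM) was incubated with 0.06 mM NADH and 0.2 mM pyruvate for 5 min at room temperature in Tris pH 7.4. Remaining NADH was coupled through diaphorase/resazurin, and resorufin fluorescence was read at 0 and 20 min.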
* hit, by the source's call; ? = inconclusive.

LDHA block	mol
-11.9	CN(Cc1c(F)cccc1Cl)S(=O)(=O)c1ccc2c(c1)CCC2
-1.1	COC(=O)c1ccc(Oc2c(C)oc3cc(OCc4ccc(F)cc4)ccc3c2=O)cc1
-10.1	Cn1c(=O)c2c(nc(Br)n2Cc2ccc(Cl)cc2)n(C)c1=O
7.6	COc1ccc(SCCC(=O)NC23CC4CC(CC(C4)C2)C3)cc1
0.6	O=C(NCCc1ccccc1)NC(C(=O)N1CCc2ccccc21)c1ccccc1 (centres undefined)
1.4	Cc1ccc(-n2nnc(C(=O)NCCc3ccccc3)c2C2CC2)cc1
38.7	Cc1ccc(C(=O)O)cc1-c1ccc(/C=C(/C#N)c2nc3ccccc3[nH]2)o1
3.6	COC(=O)C(CC(CC(C(=O)OC)C(=O)OC)(C(=O)OC)C(=O)OC)C(=O)OC
-4.7	Clc1ccc(-c2cnc(-c3ccncc3)o2)cc1
-13.4	Cc1cc2c(s1)c1cnn(Cc3ccc(C#N)cc3)c(=O)c1n2C
-0.3	Cc1ccccc1S(=O)(=O)N1CCC(n2c(CC(C)C)nc3cccnc32)CC1
8.8	O=C(CSc1nnnn1C1CC1)c1ccc(-c2ccccc2)cc1
0.9	O=[N+]([O-])C(=C(Sc1ccccc1)Sc1ccccc1)/C(Cl)=C(/Cl)Br
2.7	O=C(COc1ccc2nc3n(c(=O)c2c1)CCC3)NC1CCCCC1
-5.9	CC1=C(C(=O)N2CCCCCC2)CC(CC(=O)NCCCN(C)C)C(=O)N1Cc1ccc(F)cc1 (centres undefined)
-14.6	COC(=O)c1ccc(NC(=O)N(C)CCc2noc(-c3ccc(C(=O)N4CCCC4)cc3)n2)cc1
-1.8	COc1ccc(/C=C(\NC(=O)c2ccccc2)C(=O)O)cc1
5.5	Cc1ccc(CNC(=O)[C@H](Cc2ccccc2)NC(=O)c2ccco2)n1C
-3.7	C#CCCC(=O)Nc1sc2c(c1-c1nc3ccccc3s1)CCN(C(C)C)C2
1.6	C=CC(=O)Oc1ccc(C(=O)Oc2ccc(CCCC)cc2)cc1
-5.8	O=C(O)/C=C/c1cc(Cl)c(OCc2ccccc2)c(Cl)c1
-0.3	CCn1c2cc(C)sc2c2cnn(Cc3ccccc3F)c(=O)c21
0.0	CC(=O)NCCNc1nc(-c2ccsc2)nc2ccccc12
1.7	COc1ccc(C2CCCN2C(=O)NCCn2ccnc2)cc1 (centres undefined)
-0.9	O=C1CCSc2ccc(C(=O)Nc3ccc(Oc4ccccc4)cc3)cc2N1
-17.5	CC(=O)Nc1ccc(S(=O)(=O)[C@H]2CS(=O)(=O)C[C@@H]2N2CCN(C(C)=O)CC2)cc1
1.7	CN(CC(=O)NC(=O)NC1CCCC1)c1ccccc1
-3.4	COc1ccc(CN2CCN(C/C=C/c3ccccc3)CC2)cc1OC
-4.8	NC(=O)C1CCCN1S(=O)(=O)c1ccc(Br)s1 (centres undefined)
-4.4	N#Cc1cccc(NC(=O)CCC(=O)c2ccc3c(c2)OCCCO3)c1
0.4	CN(Cc1cccc(Cl)c1Cl)C(=O)CCNC(=O)Nc1ccccc1
3.8	Cc1ccc(C(=O)NCCc2c[nH]c3ccccc23)cc1

Molecules from the list above containing a furan ring, fused or not, in the order listed:
LDHA block	mol
38.7	Cc1ccc(C(=O)O)cc1-c1ccc(/C=C(/C#N)c2nc3ccccc3[nH]2)o1
5.5	Cc1ccc(CNC(=O)[C@H](Cc2ccccc2)NC(=O)c2ccco2)n1C

(more compounds)
LDHA block	mol
0.2	Cc1ccc(Oc2ccc(NC(=O)c3n[nH]c(=O)c4ccccc34)cc2)cc1
2.0	CCCCCCCCN1CC(Cc2cc3ccccc3c3ccccc23)N(c2ccccc2)c2ccccc2C1=O (centres undefined)
5.9	COCCn1c(CN2CCCCC2C)nc2c1c(=O)n(C)c(=O)n2C (centres undefined)
3.7	O=C(/C=C/c1ccco1)N1CCN(Cc2ccc(C(F)(F)F)cc2)CC1
-21.2	Cc1cc(=O)oc2cc(OS(=O)(=O)c3ccc(Br)cc3Cl)ccc12
-0.7	CS(=O)(=O)N1CCCc2cc(C(=O)N(Cc3c(F)cccc3Cl)C3CC3)ccc21
-2.0	Cc1nc(NC2CC2)sc1C(=O)NCc1ccncc1
17.3	O=C(NCc1ccccc1)c1ccc(-c2csc(C3CC3)n2)cc1
4.8	O=C(Cc1n[nH]c(=O)c2ccccc12)NCc1ccccc1CN1CCCC1
25.0	Cc1ccccc1-c1nc2ccc3ccccc3c2c2c1CCCC2
0.1	CCOc1ccccc1Oc1c(C)oc2cc(OC(C)=O)ccc2c1=O
-22.6	COC(=O)C(C)Sc1nc(C)c2cc(C)ccc2n1 (centres undefined)
4.7	N#Cc1ccc(/C=C/C(=O)c2ccsc2)cc1
6.8	CC(=O)Nc1sc2c(c1-c1ccc3nc[nH]c3c1)CCNC2
2.3	O=C(Nc1ccc(-c2nc3ccccc3o2)cc1)c1cccc([N+](=O)[O-])c1
-0.4	Cc1cccc(Oc2coc3cc(OCC(=O)OCCC(C)C)ccc3c2=O)c1
-8.3	N#C/C(=C\c1cn(Cc2ccccc2F)c2ccccc12)C(N)=O
6.4	O=C1CCCC2=C1C(c1c(Cl)cccc1Cl)n1nnnc1N2 (centres undefined)
3.7	CCC(=O)N[C@@H]1CC[C@@H](CCNC(=O)Nc2ccc(F)cc2)O[C@@H]1CO
-1.1	CCOC(=O)CSc1n[nH]c2nc3c(c(=O)n12)C1(CCCC1)Cc1ccccc1-3
2.5	CSCC[C@H](NC(=O)Cc1ccc(N2CCCC2=O)cc1)c1nc2ccccc2[nH]1
-15.1	CC(=O)N1c2ccc(S(=O)(=O)N(C)CC(=O)NCCc3ccc(Cl)cc3)cc2CC1C (centres undefined)
1.7	Cc1cccc2c(C(=O)NCc3cccs3)cc(-c3cccnc3)nc12
33.9	Nc1cccc2[nH]ncc12
5.8	O=C(Cn1ccc2cc(Cl)ccc21)NCc1ccccc1
1.3	CC(=O)c1ccccc1NC(=O)COC(=O)c1cc(=O)c2ccccc2o1
2.3	O=C(CC12CC3CC(CC(C3)C1)C2)OCC(=O)c1ccc2c(c1)OCO2
3.6	O=C(NCc1ccc2c(c1)OCO2)c1cccc(S(=O)(=O)N2CCc3ccccc3C2)c1
-9.6	COc1ccc2c(ccn2CC(=O)NCC2CCC(C(=O)O)CC2)c1 (centres undefined)
-0.5	CCCNc1nc2ccccc2nc1C(=O)Nc1ccc(C)c(C)c1
0.3	CCCCNC(=O)C(NC(=O)c1ccc(C(F)(F)F)cc1)C(=O)c1ccccc1 (centres undefined)
9.4	CCCC(=O)NCC1CC2c3ccccc3C1c1ccccc12 (centres undefined)
2.3	Cc1ccc(NC(=O)CN2C(=O)CCc3cc(S(=O)(=O)N4CCCC4)ccc32)cc1F
-2.1	Cc1ccc(C)c(-c2csc(-c3ccccc3)n2)c1
-1.7	Cc1ccc(-c2cnc(-c3ccccc3C(=O)NCc3ccccc3)o2)cc1
-2.9	COc1ccc(NC(=O)c2cc(-c3sc(NC(=O)c4ccccc4)nc3C)n(Cc3ccccc3)n2)cc1
4.4	Cc1ccc(C)c(-c2csc(N)c2C#N)c1
-0.8	Cc1csc(/C(C#N)=C\c2ccc(COc3ccc(Cl)cc3Cl)o2)n1
1.3	COc1ccc(C)cc1NC(=O)NC(c1ccccc1)c1nnc(-c2ccccc2Cl)o1 (centres undefined)
3.0	CCN(CC)S(=O)(=O)c1cccc(NS(=O)(=O)c2ccc(C)cc2)c1
-1.1	CN(CC(=O)Nc1ccccc1Cl)C(=O)CSc1ncnc2scc(-c3ccccc3)c12
10.7	COc1cccc2cc(CNCc3c(C)noc3C)oc12
-4.9	Cc1cc(C(=O)NCC(C)C)ccc1N
0.6	O=C(N[C@@H](C(=O)NCc1ccccn1)c1ccccc1)C(c1ccccc1)c1ccccc1
-6.5	CCCCc1ccc(-n2nnnc2SCC(=O)Nc2ccc3c(c2)OCO3)cc1
8.2	O=C(CSc1ccccc1C(=O)Nc1ccc2[nH]c(=O)[nH]c2c1)NCc1ccco1
-3.0	COC(=O)[C@]12CCCCC=C1N(Cc1ccc(Cl)cc1Cl)C(=O)[C@H](CC(=O)NCC1CCCCC1)C2
13.2	COC(=O)c1cc(-c2ccc(OC)c(OC)c2)nc2onc(C(C)C)c12
-4.1	Cc1cc(C)cc(Nc2nc3ccccc3nc2NS(=O)(=O)c2cccs2)c1
-4.3	COc1cc(C2C3=C(CCCC3=O)Nc3c(C#N)cnn32)ccc1O (centres undefined)
-12.1	CCOc1ccc(S(=O)(=O)N(CC)CC(=O)NCC2CCCO2)cc1 (centres undefined)
5.1	COc1ccc(Cc2nnc(SC(C)c3nc4ccccc4c(=O)[nH]3)n2N)cc1 (centres undefined)
-8.0	CC(C)n1ncc2c(C(=O)Nc3ccccc3)c3c(nc21)CCC3
-7.6	CC(=O)NCc1ccc(C(=O)CSc2ccc(NC(C)=O)cc2)cc1
0.5	N#Cc1cccc2[nH]ccc12
-3.3	Cc1cccc(OCCOC(=O)c2cc(C)nc3ccccc23)c1

3 entries from above, tab-delimited.
SMILES	LDHA block
CC(=O)NCc1ccc(C(=O)CSc2ccc(NC(C)=O)cc2)cc1	-7.6
N#Cc1cccc2[nH]ccc12	0.5
Cc1cccc(OCCOC(=O)c2cc(C)nc3ccccc23)c1	-3.3

More entries.
LDHA block	mol
-4.8	C/C(=N\NC(=O)c1ccc(C(C)(C)C)cc1)c1ccc(C)cc1
1.8	c1ccc(Nc2nc(CSc3nnnn3C3CCCC3)cs2)cc1
-4.6	CSc1ccc(NC(=O)Cc2cc(Cl)c3c(c2)OCCCO3)cc1
0.4	Cc1cc(C)cc(OCCn2cnc3c2c(=O)n(C)c(=O)n3C)c1
0.9	CCCCNC(=O)C(NC(=O)c1cnc(C)cn1)C(=O)c1ccccc1 (centres undefined)
2.1	Clc1ccc(-c2nc(-c3ccc(Br)o3)no2)c(Cl)c1
-2.9	Cc1ccc(NC(=O)C2=C(c3ccccc3)NC(=S)NC2c2ccc(Br)cc2)cc1 (centres undefined)
-3.5	CCCCCCn1c(SCc2ccc(F)cc2)nc2c1c(=O)[nH]c(=O)n2C
100.4	NC(=O)COc1cccc(C2CC(=O)Nc3nc(N4CCCCC4)sc32)c1 (centres undefined)
3.8	N#Cc1nc(C2CC2)oc1N1CCN(CC2CCCCC2)CC1
1.8	CCn1nc(C)cc1-c1nn2c(-c3cccc(Cl)c3Cl)nnc2s1
0.3	O=C(COc1cc(Cl)cc(Cl)c1)N1CCNC1=O
-2.1	O=C(NCCNS(=O)(=O)c1cccs1)c1cc2ccccc2[nH]1
-4.2	Cc1oc2cc(OCC(N)=O)ccc2c(=O)c1Oc1ccccc1Br
-7.9	O=C(NCc1ccccc1)c1cnc2ccccc2n1
-1.3	CCCc1cc(=O)oc2c(C)c(OCC(=O)c3ccccc3)ccc12
94.1	COc1ccc(C2CC(=O)Nc3nc(N)sc32)cc1OC1CCCC1 (centres undefined)
8.7	COc1ccc(OCCn2cc(S(=O)(=O)N3CCCC3)ccc2=O)cc1
2.9	CC(=O)N1CCC2(CC1)CC(=O)c1ccc(OCC(=O)NC3CCS(=O)(=O)C3)cc1O2 (centres undefined)
12.4	O=C(NCc1cccs1)c1cnccn1
3.3	Cc1ccc(Cl)c(OCn2ccc(C(=O)N3CCN(Cc4ccccc4F)CC3)n2)c1
-3.8	CCOc1cccc2cc(-c3csc(Nc4cc(OC)ccc4OC)n3)c(=O)oc12
9.4	CC(C)Cc1nc(NCc2ccncc2)c(C#N)c2c1CCCC2
2.5	CC(C)C[C@H](NC(=O)c1ccc2nc(-n3cccc3)sc2c1)C(=O)NCc1ccncc1
4.9	CC(C)c1ccccc1NC(=O)c1ccc2c(c1)NC(=O)CS2
?	CCOC(=O)COc1ccc2c(=O)c(Oc3ccccc3)c(C(F)(F)F)oc2c1
12.1	Cc1noc(C)c1CCC(=O)Nc1nc(C(C)C)cs1
2.3	Nc1nc(COc2ccccc2C(=O)NCc2ccccc2)nc(Nc2ccccc2)n1
6.8	COC(=O)C1=CNC=C(C(=O)OC)C1c1cccc(Cl)c1
6.7	CN1C(=O)N(c2cccc(Cl)c2)C(C)(O)CC1(C)C (centres undefined)
4.4	CN(Cc1ccsc1)C(=O)Cc1ccc(-c2ccccc2)cc1
3.2	O=C(COC(=O)C12CC3CC(CC(Cl)(C3)C1)C2)Nc1ccc(Cl)cc1[N+](=O)[O-]

Reformatted with each value named: entries from further up
Nc1nc(COc2ccccc2C(=O)NCc2ccccc2)nc(Nc2ccccc2)n1
  LDHA block: 2.3

COC(=O)C1=CNC=C(C(=O)OC)C1c1cccc(Cl)c1
  LDHA block: 6.8

(next part)
LDHA block	mol
-0.5	Cc1ccc(C2=CC(c3ccccc3C)n3nnnc3N2)cc1 (centres undefined)
5.6	Cc1ccc(Cn2c(Sc3ccccc3)nc3c2c(=O)[nH]c(=O)n3C)cc1
3.5	O=C(Nc1ncn[nH]1)c1cccc(S(=O)(=O)N2CCCCC2)c1
-0.5	CC1(C)CC(=O)C/C(=N/NC(=O)C2CCCCC2)C1
-4.5	COc1ccc(-c2ocnc2C(=O)Nc2ccccc2Cl)cc1
10.2	O=C(C1CCCO1)N1CCN(Cc2coc(-c3ccc(F)cc3)n2)CC1 (centres undefined)
-3.2	CC(C)(C)n1nnnc1C(c1cc2ccccc2o1)N1CCN(C(=O)OCc2ccccc2)CC1 (centres undefined)
-4.3	CC1CC1C(=O)NC1CCC(c2ccccc2)CC1 (centres undefined)
0.1	CN(C)N1C(=O)CC(c2ccc(Cl)cc2Cl)C2=C1CC(C)(C)CC2=O (centres undefined)
12.3	Cc1c(NCC(=O)Nc2ccccc2C(C)C)cccc1C(=O)N1CCc2sccc2C1

Not a retest: an excerpt of the list.
LDHA block	mol
0.1	CN(C)N1C(=O)CC(c2ccc(Cl)cc2Cl)C2=C1CC(C)(C)CC2=O (centres undefined)
12.3	Cc1c(NCC(=O)Nc2ccccc2C(C)C)cccc1C(=O)N1CCc2sccc2C1

An excerpt; the hit share may differ from the screen's.
